# Bim-Bfl-1 = human Bim-Bfl-1 interaction inhibition; Bead-based flow cytometry, Bim-Bfl-1 binding inhibition; 0.12% of 190,000 active; inhibition, % at 10 µM; AID 1008; Q16548;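 note: 0% = wells without compound plus tracer and 100% = blocker peptide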
# Bcl-W Bim block = inhibitors of Bim-Bcl-W interaction, human. inhibition, % at 10 µM. AID 952. bead-based flow cytometry, Bim peptide-Bcl-W binding. Q92843. 0.02% of 190,000 active;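 note: 0% = bound tracer without compound and 100% = peptide blocker; higher means less fluorescent Bim peptide bound to Bcl-W beads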
# RGS7-Gao reg = regulators of human RGS7-Galphao interaction. AID 1439. 0.35% of 220,000 active. binding response (% of control), % at 10 µM. P09471. Multiplexed bead flow cytometry, RGS7-Galphao binding; actives lie on both sides; in the data active = binding response below about 49% or above about 150%; inconclusive = no clear call, values can overlap the other calls; inactive = in between;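 note: fluorescent Galphao held in activated GDP-AlF4 state binding bead-coupled RGS7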
# Bim-Mcl-1 = inhibitors of Bim-Mcl-1 interaction, human | 0.1% of 190,000 active | Bead-based flow cytometry, Bim peptide-Mcl-1 binding | inhibition, % at 10 µM;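 note: 0% = no compound tracer wells and 100% = peptide blocker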
# Target sequence (Q07820 whole entry, looked up): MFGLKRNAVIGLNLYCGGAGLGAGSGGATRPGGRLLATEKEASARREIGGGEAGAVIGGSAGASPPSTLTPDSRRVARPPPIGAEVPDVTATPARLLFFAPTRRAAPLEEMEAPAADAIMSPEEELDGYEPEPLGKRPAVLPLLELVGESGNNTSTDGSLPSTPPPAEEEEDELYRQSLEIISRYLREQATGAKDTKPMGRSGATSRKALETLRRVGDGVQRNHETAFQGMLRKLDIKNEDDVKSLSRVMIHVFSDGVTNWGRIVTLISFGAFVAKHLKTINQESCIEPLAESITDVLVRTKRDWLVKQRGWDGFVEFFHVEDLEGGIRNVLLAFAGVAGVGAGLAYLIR
# GSH bead fluor = GSH bead compound fluorescence profile | GSH beads flow cytometry, compound fluorescence 488/530 nm; hits give high values | fluorescence (KMESF) at 10 µM | 0.25% of 190,000 active; in the data active = fluorescence above about 89;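 note: glutathione beads carrying GST-tagged Bcl family fusion proteins plus one bare bead set; values are compound well signal with DMSO vehicle wells as background; inactives centre near 16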
# RGS4-Gao reg = human RGS4-Galphao interaction regulation; P09471; AID 1415; binding response (% of control), % at 10 µM; 0.33% of 220,000 active; Multiplexed bead flow cytometry, RGS4-Galphao binding; actives lie on both sides; in the data active = binding response below about 49% or above about 150%; inactive = in between;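 note: fluorescent Galphao activated with aluminum fluoride binding bead-coupled RGS4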
# Bim-Bcl-B = disrupts Bim peptide binding to human Bcl-B; 0.073% of 190,000 active; Q9HD36; bead-based flow cytometry; inhibition, % at 10 µM;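 note: 0% = tracer peptide without compound and 100% = reference inhibitor peptide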
# Mcl1-Bid inh = Mcl-1/Bid interaction inhibition | Q07820 | 0.97% of 220,000 active | inhibition, % at 21.7 µM | AID 1021 | TR-FRET Mcl-1/Bid-Dy647 peptide binding, 1536-well;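 active = compounds that cut the binding signal by more than half at the single screening dose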;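 note: His-tagged Mcl-1 with europium anti-His antibody binding Bid BH3 peptide; 0% = Mcl-1 plus peptide wells and 100% = peptide-only wells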
# RGS8-Gao = regulators of human RGS8-Galphao interaction; P09471; multiplexed bead flow cytometry, RGS8-Galphao binding; actives lie on both sides; response (percent of control binding), % at 10 µM; 0.34% of 220,000 active; AID 1423; in the data active = response below about 60% or above about 140%; inactive = in between;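 note: Galphao activated as the GDP aluminium fluoride complex binding bead-coupled RGS8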
# Bcl-XL Bim block = inhibitors of Bim-Bcl-XL interaction, human | Bim peptide-Bcl-XL binding, bead flow cytometry, fluorescence | inhibition, % at 10 µM | 0.04% of 190,000 active
# Target sequence (Q07817 whole entry, looked up): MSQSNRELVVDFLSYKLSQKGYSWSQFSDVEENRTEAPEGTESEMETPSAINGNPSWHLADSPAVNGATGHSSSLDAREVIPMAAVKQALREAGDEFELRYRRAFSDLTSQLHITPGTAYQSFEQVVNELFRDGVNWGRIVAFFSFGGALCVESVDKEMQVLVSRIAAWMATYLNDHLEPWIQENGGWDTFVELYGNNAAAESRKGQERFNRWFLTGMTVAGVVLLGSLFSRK
# Bcl-2 Bim block = inhibitors of Bim-Bcl-2 interaction, human | P10415 | 0.06% of 190,000 active | Bead-based flow cytometry, Bim peptide-Bcl-2 binding | inhibition, % at 10 µM | AID 950; in the data active = inhibition above about 40%; inconclusive = no clear call, values can overlap the other calls;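 note: 0% = no compound wells with probe peptide and 100% = reference peptide inhibitor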
# Target sequence (P10415 whole entry, looked up): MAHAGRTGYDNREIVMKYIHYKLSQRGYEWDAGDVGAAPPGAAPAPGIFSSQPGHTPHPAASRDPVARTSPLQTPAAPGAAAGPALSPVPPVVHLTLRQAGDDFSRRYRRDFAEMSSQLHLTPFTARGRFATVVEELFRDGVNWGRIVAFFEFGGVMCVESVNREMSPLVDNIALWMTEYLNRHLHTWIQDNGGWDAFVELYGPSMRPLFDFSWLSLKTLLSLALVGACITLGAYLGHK
# Active calls of the source: *; ? = inconclusive. Cut-off read from the data, not from the text of the source, unless noted: active = inhibition above about 40%.
SMILES,Bim-Bfl-1,Bcl-W Bim block,RGS7-Gao reg,Bim-Mcl-1,GSH bead fluor,RGS4-Gao reg,Bim-Bcl-B,Mcl1-Bid inh,RGS8-Gao,Bcl-XL Bim block,Bcl-2 Bim block
CCCC(=O)Nc1ccc(-c2cnc(-c3ccc(NC(=O)CCC)cc3)nc2)cc1,-3,-8,99,-6,10,96,-10,26,105,-11,-10
c1ccc(C2=Nc3cccnc3C(c3ccccc3)=NN2)cc1,-1,-2,102,0,12,103,-1,-31,102,-1,0
CCC(=O)NC(=S)Nc1ccc(NC(=O)COc2ccc([N+](=O)[O-])cc2)cc1,-4,0,110,3,18,113,-7,-23,104,-5,-5
O=C(Nc1cnn(Cc2ccccc2)c1)NC12CC3CC(CC(C3)C1)C2,1,0,105,0,22,107,0,-23,101,-3,0
CCCCCCCCCC(=O)Nc1cccnc1,-5,0,100,-1,28,100,-5,-22,102,1,-3
CC(=O)Nc1ccc(S(=O)(=O)N(C)c2ccccc2)cc1,0,0,99,0,21,101,1,-17,101,0,2
COC(=O)Cc1ccc(NC(=S)Nc2ccc(N3CCOCC3)cc2)cc1,0,-4,108,-4,12,110,-11,-39,106,-8,-3
CC1(C)NC(=O)N(CCCSc2ccc(Cl)cc2)C1=O,-9,-1,105,0,34,109,-6,-6,104,-6,-6
O=C1CC(=O)C(n2cncn2)C(c2c(F)cccc2Cl)C1 (stereo not drawn),-10,2,101,0,44,104,-4,-2,101,1,-5
CC(=O)c1c(C)[nH]c(C(=O)OCC(=O)NCCC(C)C)c1C,-5,0,97,1,13,99,-1,-31,104,0,-3
Cn1nnnc1SCc1nnc(-c2ccc(F)cc2)o1,-7,0,103,0,13,105,-5,-8,104,-3,-6
COc1ccccc1Nc1nnc(SCc2cc(=O)n3cc(C)ccc3n2)s1,-6,-2,96,-1,11,79,-5,-5,94,-3,-4
Cc1ccc(S(=O)(=O)Nc2nc(C)c(C(=O)Nc3ccccc3)s2)cc1,1,0,98,0,7,94,-1,-14,92,-3,3
O=c1c2c3c(sc2ncn1/N=C/c1ccc([N+](=O)[O-])o1)CCCC3,-1,-2,99,-1,17,101,-2,-18,99,-1,-2
Cc1nn(-c2ccc(C(=O)O)cc2)c(C)c1Cl,-4,4,100,4,19,97,0,-18,96,0,1
CCCN(CCC)CCCNC(=S)Nc1ccc2nc(N3CCN(C)CC3)cc(C)c2c1,6,-5,?,-4,16,100,2,-43,98,-2,1
CC1CCN(C(=O)CSc2nc3ccccc3s2)CC1,0,-6,108,-1,5,108,-4,-62,98,-6,-5
Cn1c(SCc2ccccc2)nnc1-c1cnccn1,-2,-1,103,-4,18,105,-5,-16,107,-2,-3
CC(C)N(Cc1nc(-c2ccccc2)no1)C(=O)C1CCCCC1,-2,-3,99,0,12,100,-2,-3,103,0,1
O=C1CNC(=S)N1CCCn1ccnc1,-7,-2,91,-1,23,103,-5,-10,101,-1,-2
CCOc1ccc(-n2c(SCC(=O)Nc3ccc4c(c3)OCO4)nc3ccccc3c2=O)cc1,-22,-3,96,-2,22,98,-10,-16,99,-7,-11
Cc1nc2c(nnn2Cc2ccccc2)c(=O)n1-c1ccccc1,0,-1,94,3,16,92,1,-1,95,0,-2
O=C(Nc1ccc(Br)cc1)c1cccnc1N1CCOCC1,-6,0,99,2,8,100,0,-35,104,0,-2
Cc1noc(C)c1CSCC(=O)OCC(=O)NC1CCCCC1,-13,-2,104,-1,17,104,-8,3,103,-5,-11
O=C(CN1C(=O)c2cccc3cccc1c23)N1CCc2ccccc2C1,-14,0,102,-4,23,99,-6,-13,101,-3,-9

# Next section, starting with the last 7 of the part before.
SMILES,Bim-Bfl-1,Bcl-W Bim block,RGS7-Gao reg,Bim-Mcl-1,GSH bead fluor,RGS4-Gao reg,Bim-Bcl-B,Mcl1-Bid inh,RGS8-Gao,Bcl-XL Bim block,Bcl-2 Bim block
CC(C)N(Cc1nc(-c2ccccc2)no1)C(=O)C1CCCCC1,-2,-3,99,0,12,100,-2,-3,103,0,1
O=C1CNC(=S)N1CCCn1ccnc1,-7,-2,91,-1,23,103,-5,-10,101,-1,-2
CCOc1ccc(-n2c(SCC(=O)Nc3ccc4c(c3)OCO4)nc3ccccc3c2=O)cc1,-22,-3,96,-2,22,98,-10,-16,99,-7,-11
Cc1nc2c(nnn2Cc2ccccc2)c(=O)n1-c1ccccc1,0,-1,94,3,16,92,1,-1,95,0,-2
O=C(Nc1ccc(Br)cc1)c1cccnc1N1CCOCC1,-6,0,99,2,8,100,0,-35,104,0,-2
Cc1noc(C)c1CSCC(=O)OCC(=O)NC1CCCCC1,-13,-2,104,-1,17,104,-8,3,103,-5,-11
O=C(CN1C(=O)c2cccc3cccc1c23)N1CCc2ccccc2C1,-14,0,102,-4,23,99,-6,-13,101,-3,-9
Cc1cccc(OCC2=N/C(=C\N(C)C)C(=O)O2)c1,2,3,100,0,13,101,0,-21,100,2,-2
c1ccc(-c2noc(-c3cccc4ccccc34)n2)nc1,-3,0,103,-2,24,111,-4,6,105,0,-1
O=C(COc1nc2ccccc2nc1N1CCOCC1)NCC(F)(F)F,-4,-7,97,-3,17,95,-9,-19,86,-6,-1
CC(=O)c1sc(NC(=O)c2cccc3ccccc23)nc1C,-12,4,104,-2,11,100,-9,-7,107,-9,-7
CCN(CC)S(=O)(=O)c1ccc(OC)c(NC(=O)c2ccc3c(c2)OCO3)c1,7,0,95,1,11,94,0,14,92,1,0
Cn1c(SCC(=O)NC(=O)NCc2ccco2)nnc1-c1ccccc1,-11,2,90,3,3,84,17,-11,97,-1,-1
COc1ccc(S(=O)(=O)Cc2ccccc2)cc1N,-6,5,101,1,9,102,-4,-32,100,0,-1
COC(=O)c1ccc(C)c(NC(=O)Cc2coc3cc(OC)ccc23)c1,-16,0,99,0,57,100,-6,-65,101,-15,-14
O=C(O)c1nc(-c2ccccc2)n(-c2ccc(Cl)cc2)n1,-6,1,99,0,12,102,-3,12,102,0,-3
COc1cc(/C=C(\C#N)C(=O)NCC2CCCO2)ccc1OCC(=O)O (stereo not drawn),4,0,87,-3,16,88,0,-68,94,1,-5
O=C(Cc1cccs1)N1CCN(c2ccc([N+](=O)[O-])cc2)CC1,-1,-1,94,-7,9,97,-1,-29,95,-1,-2
O=C(O)/C=C\C(=O)Nc1cccc(NC(=O)c2ccccc2)c1,-7,-4,98,2,29,94,-1,-13,99,-1,-3
CCS(=O)(=O)N1CCC(C(=O)O)CC1,-5,-2,?,0,13,101,-3,-22,100,-1,-2
O=C1c2ccccc2C(=O)N1/N=C/c1ccc(O)c(O)c1,2,0,81,-2,6,85,-3,-66,88,0,1
Cc1cc(NC(=O)c2ccco2)no1,-5,-3,98,-7,14,102,-3,4,102,-4,0
OCCOCCNc1ncnc2c1cnn2-c1ccc(Cl)cc1,-8,-5,105,-4,17,97,-6,3,98,-4,-5
Cc1c(C(=O)N2CCc3ccccc32)cnn1C,0,0,100,-3,13,104,-4,-15,105,-5,0
CCOC(=O)c1[nH]c2cc(OC)c(OC)cc2c1NC(=O)c1ccc2c(c1)OCO2,-1,-2,105,-4,24,103,0,-32,102,-2,1
CC(C)(O)C#Cc1ccc(C(=O)NCCC(=O)O)s1,-6,-5,?,-4,12,98,-5,-20,99,-6,-5
COCCNC(=O)CSCc1c(F)cccc1Cl,-10,2,102,0,15,102,-2,-12,104,-4,-10
O=C(c1ccc2c(c1)OCO2)N(c1ccc(Cl)cc1)C1C=CS(=O)(=O)C1 (stereo not drawn),-5,-2,98,0,12,101,-5,1,99,-3,0

# Profiles as entered above:
# Cc1c(C(=O)N2CCc3ccccc32)cnn1C reads Bim-Bfl-1: 0; Bcl-W Bim block: 0; RGS7-Gao reg: 100; Bim-Mcl-1: -3; GSH bead fluor: 13; RGS4-Gao reg: 104; Bim-Bcl-B: -4; Mcl1-Bid inh: -15; RGS8-Gao: 105; Bcl-XL Bim block: -5; Bcl-2 Bim block: 0
# CCN(CC)S(=O)(=O)c1ccc(OC)c(NC(=O)c2ccc3c(c2)OCO3)c1 reads Bim-Bfl-1: 7; Bcl-W Bim block: 0; RGS7-Gao reg: 95; Bim-Mcl-1: 1; GSH bead fluor: 11; RGS4-Gao reg: 94; Bim-Bcl-B: 0; Mcl1-Bid inh: 14; RGS8-Gao: 92; Bcl-XL Bim block: 1; Bcl-2 Bim block: 0
# CC(=O)c1sc(NC(=O)c2cccc3ccccc23)nc1C reads Bim-Bfl-1: -12; Bcl-W Bim block: 4; RGS7-Gao reg: 104; Bim-Mcl-1: -2; GSH bead fluor: 11; RGS4-Gao reg: 100; Bim-Bcl-B: -9; Mcl1-Bid inh: -7; RGS8-Gao: 107; Bcl-XL Bim block: -9; Bcl-2 Bim block: -7
